APJ ag – activates the human apelin receptor APJ; hit rate 0.11% among 330,000; AID 2520; CHO-K1 APJ PathHunter beta-arrestin, luminescence; 0% DMSO wells, 100% apelin; activation, % at 20 µM;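 active means activation more than six SD over the plate average, tested at 20 µM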;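 further: 0% = DMSO alone and 100% = apelin-13 at 10 nM; some results filed as inactive read as strong as hits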
Target sequence (P35414 whole entry, looked up): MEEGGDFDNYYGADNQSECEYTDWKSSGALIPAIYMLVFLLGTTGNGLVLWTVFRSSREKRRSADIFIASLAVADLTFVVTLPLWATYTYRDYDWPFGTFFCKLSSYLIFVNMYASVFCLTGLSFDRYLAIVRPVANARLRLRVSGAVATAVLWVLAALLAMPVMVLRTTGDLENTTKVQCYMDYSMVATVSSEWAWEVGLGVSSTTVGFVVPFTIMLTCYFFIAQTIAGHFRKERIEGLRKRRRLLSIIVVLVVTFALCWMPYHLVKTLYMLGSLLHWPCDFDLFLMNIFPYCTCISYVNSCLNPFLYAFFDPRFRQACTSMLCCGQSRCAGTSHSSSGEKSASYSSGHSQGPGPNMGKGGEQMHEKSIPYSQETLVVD
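Assay system: CHO-K1 APJ beta-arrestin complementation cell line / Compound: single test compound dose, 20 µM final, 1% DMSO / Times: overnight seeding, 90 min compound at 25 °C, 1 h detection / Technique: beta-gal luminescence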
APJ antag – APJ receptor antagonism; P35414; CHO-K1 APJ beta-arrestin complementation, luminescence; inhibition, % at 20 µM; hit rate 0.32% among 330,000; AID 2521;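 active means inhibition above about 40% at 20 µM, limit read from the data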;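 further: cells challenged with 10 nM apelin-13 agonist together with compound; plate controls were apelin-13 plus DMSO wells for no effect and DMSO wells lacking apelin-13 for full effect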
Mdm2-MdmX inh – disrupts the human Mdm2-MdmX interaction; O15151+Q00987; SaOS-2 split-luciferase Mdm2/MdmX complementation, luminescence; inhibition, % at 8 µM; hit rate 3% among 330,000;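 active means inhibition of at least 50% at 8 µM in the primary screen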
UPR XBP1 act – activators of adaptive arm of unfolded protein response (XBP1); activation, % at 20 µM; hit rate 0.33% among 330,000; AID 463104; CHO-XBP1 luciferase reporter, IRE1-XBP1 UPR activation, luminescence; percent of tunicamycin response, DMSO as zero;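 active means versus positive control, 20 µM dose yields 30% or more activation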;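 further: 100% = tunicamycin at 10 µg/mL and 0% = DMSO only wells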
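Assay system: CHO-XBP1 luciferase reporter cells; Schedule: 6 h treatment, 37 °C; Detection: glow luminescence from Steady-Glo reagent; Benchmarks: high control tunicamycin 10 µg/mL final, low control DMSO vehicle only.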
CHOP UPR activ – apoptotic UPR (CHOP) activation; CHO-CHOP luciferase reporter, luminescence; percent of tunicamycin response over DMSO baseline; hit rate 0.34% among 330,000; activation, % at 10 µM;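 active means at 10 µM dose, activation of 40% or more, normalized to positive control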;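 further: 100% = tunicamycin at 10 µg/mL and 0% = DMSO alone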
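Dosing – one dose, 10 µM in 0.5% DMSO · System – CHO-CHOP cells, stable luciferase reporter of PERK-eIF2a-CHOP signalling · Input – 500 cells/well · Control set – tunicamycin 10 µg/mL final as positive, DMSO-only wells as negative · Timing – 6 h compound treatment, 37 °C · Measure – % activation vs tunicamycin · Technique – luminescence read with Steady-Glo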
tim23-1 inh – growth inhibitors of tim23-1 mutant yeast. AID 463212. inhibition, % at 20 µM. S. cerevisiae tim23-1 growth, BacTiter-Glo luminescence, 24 h. hit rate 1.3% among 330,000;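 active means growth inhibition of the mutant yeast at or above 50%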;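 further: temperature-sensitive mutant grown at 25 °C; plate controls were DMSO-treated mutant yeast for no effect and medium wells lacking yeast for full effect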
697 NFkB inh – lowers PMA/ionomycin-induced NF-kB signal in 697 B cells | hit rate 0.33% among 330,000 | 697 B-cell NF-kB luciferase reporter, 16 h | AID 435022 | inhibition, % at 4 µM; in the data active means inhibition above about 35%
Jurkat NFkB inh – lowers PMA/ionomycin-induced NF-kB signal in Jurkat cells | PMA/ionomycin-induced NF-kB luciferase reporter, luminescence | inhibition, % at 4 µM | hit rate 0.53% among 330,000 | AID 435003; in the data active means inhibition above about 50%
The depositor's hits bear a star.

SMILES | APJ ag | APJ antag | Mdm2-MdmX inh | UPR XBP1 act | CHOP UPR activ | tim23-1 inh | 697 NFkB inh | Jurkat NFkB inh
Cc1cc(C)cc(N(CC(=O)NC2CC3CCC2C3)S(C)(=O)=O)c1 (stereo not given) | -3.6 | 7.8 | 26.2 | 3.2 | -1.3 | 5.3 | 2.0 | -8.0
CCOC(=O)CC1C(=O)NCCN1C(=O)c1ccc(Cl)cc1 (stereo not given) | 1.3 | -7.6 | -20.1 | -0.7 | 1.7 | -0.9 | 0.3 | 11.1
O=[N+]([O-])c1ccc(NS(=O)(=O)c2cccc3cccnc23)cc1 | -3.7 | 24.3 | 20.0 | -0.2 | 1.2 | 10.9 | 5.9 | 1.9
Fc1ccc(-c2nc3ccncc3[nH]2)cc1 | 1.5 | -11.6 | -7.0 | 3.0 | 6.3 | 5.6 | 3.2 | -10.4
CCOC(=O)C1=C(COC(=O)c2ccco2)NC(=O)NC1CC (stereo not given) | -3.7 | 13.3 | 11.6 | -2.1 | 1.5 | 2.7 | 7.3 | -11.7
Cc1c(O)cc2c(c1O)C(=O)CC(c1ccccc1)O2 (stereo not given) | 3.3 | -2.1 | -5.3 | 121.2* | 11.7 | 50.8* | -10.5 | -20.7
Cc1ccc(SCC(=O)NNC(=O)CNC(=O)c2ccccc2F)cc1 | -2.5 | -6.3 | 22.0 | 1.5 | -0.4 | -2.8 | 20.5 | -11.2
NC(=O)C1CC(=O)N(c2ccc(OCC(=O)Nc3ccc(Cl)cc3)cc2)C1 (stereo not given) | 0.5 | 10.2 | -34.2 | -0.5 | 0.8 | -1.1 | -6.2 | -2.5
O=C1NC(=Nc2cccnc2)S/C1=C\c1cccc(F)c1 | -0.3 | 4.2 | 29.2 | 2.3 | 1.2 | 15.9 | 17.9 | 3.0
Clc1ccc(-c2ccc(CNCC3CCCO3)o2)cc1 (stereo not given) | 1.2 | 7.8 | -5.2 | -3.0 | 3.5 | 0.6 | -4.4 | -27.6
Oc1ccc(Nc2nc(-c3cccs3)cs2)cc1 | 2.1 | -19.1 | -17.5 | -0.1 | -0.3 | -30.3 | -12.9 | -5.3
O=C(c1ccc(CNc2c(N3CCCC3)c(=O)c2=O)cc1)N1CC=C(c2ccccc2)CC1 | -0.9 | -13.0 | 6.8 | -3.9 | -3.1 | 17.5 | -7.4 | -8.7
CC(C)Oc1ccc(C(=O)N2CCCc3ccccc32)cc1 | -4.9 | 4.0 | -23.0 | 1.4 | 0.8 | 9.0 | -13.6 | -20.6
COCCSc1nnc(NC(=O)C2CC(=O)N(c3ccc(OC)cc3)C2)s1 (stereo not given) | -1.4 | 1.7 | 6.4 | -1.4 | -2.9 | 7.9 | 9.4 | 8.1
C=CCNC(=O)C(=O)N/N=C/c1cccc(Br)c1 | -2.1 | -1.2 | -2.3 | -0.4 | 1.3 | 25.2 | 13.8 | -8.6
COc1ccc(N2CCN(S(=O)(=O)/C=C/c3ccccc3)CC2)cc1 | -2.1 | -7.2 | 9.4 | -1.5 | 2.1 | -8.8 | 10.2 | -7.8
Cc1ccc(NC(=O)CSc2n[nH]c(-c3ccncc3)n2)c(C)c1 | 4.9 | -14.6 | 14.8 | -1.3 | 0.1 | -10.0 | 6.6 | 3.1
CC(=O)Oc1ccccc1/C=C/c1ccc2ccccc2[n+]1C | -2.5 | -10.2 | -205.1 | -1.1 | 3.5 | 3.2 | -9.9 | -44.7
c1ccc2c(c1)nc(NCc1ccc3c(c1)OCO3)n2CCN1CCOCC1 | -3.8 | 10.6 | 17.1 | -3.3 | 0.0 | 0.9 | 3.3 | -7.0
Cc1ccc(-c2nc3c(c(SCC(=O)N4CCOCC4)n2)Cc2c(CO)cnc(C)c2O3)cc1 | 10.7 | -15.3 | 22.8 | -0.7 | 2.5 | 12.4 | 19.8 | 12.4
Cc1ccc(OCCn2c(Br)nc3c2c(=O)n(C)c(=O)n3C)cc1 | -3.5 | -10.1 | -9.3 | 1.4 | -1.2 | 9.0 | -27.4 | 14.8
COC(=O)Cc1n[nH]c(=O)c2ccccc12 | 0.2 | 0.8 | 4.5 | 0.1 | 1.1 | -1.4 | -6.2 | -4.6
COc1cc(NC(=O)Cn2cnc3sc(C)c(S(=O)(=O)N4CCN(C)CC4)c3c2=O)cc(OC)c1OC | 0.3 | 3.9 | -12.2 | -0.1 | -2.4 | 10.2 | 0.0 | -5.1
Cc1[nH]nc(SCC(=O)N(C)c2ccccc2)c1[N+](=O)[O-] | -8.2 | 14.1 | -34.7 | -1.8 | -0.2 | 7.5 | 4.7 | 2.6
CC(=O)OC(C(=O)NC1CCCCC1)c1ccc(C#N)cc1 (stereo not given) | 2.1 | 0.0 | 17.6 | 0.4 | 0.9 | 13.4 | 13.4 | 0.1

(more compounds)
SMILES | APJ ag | APJ antag | Mdm2-MdmX inh | UPR XBP1 act | CHOP UPR activ | tim23-1 inh | 697 NFkB inh | Jurkat NFkB inh
O=C1Nc2ccccc2N(O)N1c1ccc(S(=O)(=O)N2CCOCC2)cc1 | -0.5 | 6.5 | -10.3 | -1.6 | -1.2 | 4.8 | 6.8 | -3.0
O=C1CNC(=S)N1C1CCCCCC1 | -2.7 | 3.9 | 0.8 | -3.9 | -1.3 | 13.6 | 8.8 | 10.5
CCCOc1cccc(/C=N/NC(=O)c2csc(C)c2C)c1 | -4.4 | 7.4 | 12.6 | -3.1 | 3.9 | 3.9 | 14.5 | -9.7
COc1cc(O)c2c(=O)c3c(O[C@H]4O[C@@H](CO)[C@H](O)[C@@H](O)[C@@H]4O)ccc(O)c3oc2c1 | -1.9 | 0.3 | 9.0 | 0.5 | -1.2 | -15.1 | 10.9 | -4.3
CCCCn1c(N)c(N(CC)C(=O)c2cc3c(s2)CCCCC3)c(=O)[nH]c1=O | 6.2 | 14.3 | 12.7 | 0.0 | 0.0 | 10.9 | 23.9 | 2.5
COc1cc2c(cc1OC)CN(Cc1cc(=O)oc3c(C)c(C)ccc13)CC2 | -4.8 | 10.2 | 16.0 | -2.8 | 1.2 | 6.9 | -3.9 | -5.0
N/C(COc1ccc(F)cc1)=N\NC(=O)c1cccnc1Oc1ccccc1 | 3.9 | 7.4 | -4.4 | -0.5 | -0.6 | 16.7 | -13.5 | 5.7
Cc1ccc(S(=O)(=O)N(C)C)cc1NC(=O)CCc1ccccc1 | 2.8 | -6.6 | -25.0 | -1.6 | -0.3 | -0.1 | -5.0 | -3.7
COc1ccc(/C=N/N2C(=O)CSC2=S)cc1 | 8.7 | -10.1 | -5.2 | -1.9 | -1.8 | 14.6 | -4.3 | 4.7
N#C/C(=C\c1ccc(O)cc1)c1nc2ccccc2o1 | -5.2 | 45.1* | -25.6 | 5.2 | 3.9 | 54.4* | -12.3 | -22.5
CC1(CC(=O)NNC(=O)Nc2ccccc2)OCCCO1 | -0.8 | 0.0 | -33.4 | -0.5 | 0.9 | 5.6 | 10.0 | 16.4
C/C(N)=C(/C#N)C(=O)CSc1nnc(SCc2ccc(Cl)cc2)s1 | 5.7 | -3.0 | -6.6 | -1.0 | 0.6 | 2.3 | -25.8 | 18.9
COc1ccc(OC)c(C2=C[N+](=O)C(C)(C)C(C)(C)N2[O-])c1 | 2.8 | -6.1 | 19.8 | -4.7 | -2.9 | 6.1 | 13.2 | -14.5
CCCCN(C(=O)C(C)N1C(=O)c2ccccc2C1=O)c1c(N)n(CCCC)c(=O)[nH]c1=O (stereo not given) | -2.8 | 11.6 | 15.2 | -1.8 | 4.2 | -2.7 | 7.9 | -10.6
Cc1ccc(C(=O)COc2ncnc3cc(Cl)ccc23)cc1 | 1.5 | 15.3 | -15.6 | 1.4 | 0.9 | 25.4 | -34.2 | -17.3
COC(=O)[C@@H]1CC[C@H](C)[C@@H](c2ccc(C)cc2)N1C(=O)c1ccc(/C=N/O[C@H](C)c2cn([C@@H]3COC[C@H]3O)nn2)cc1 | -3.6 | -4.5 | -0.2 | -0.7 | -1.4 | 13.5 | 3.0 | 7.3
O=C(NCC1COCCO1)c1ccc(OC2CCN(CCc3ccccc3)CC2)cc1 (stereo not given) | 0.7 | -3.1 | 12.7 | -2.2 | 0.5 | -2.3 | 23.6 | 8.9
CN(CCOc1ccccc1)C(=O)c1cc([N+](=O)[O-])cc([N+](=O)[O-])c1 | 1.5 | -22.5 | 24.0 | -6.9 | -0.9 | 2.4 | -12.9 | 3.0
Cc1ccc(NC(=O)CSCC(=O)N2CCN(C(=O)c3ccco3)CC2)cc1 | -4.3 | 4.4 | 19.9 | -0.6 | -1.6 | 3.9 | -10.6 | 9.9
Cc1c(Cl)cccc1-c1ccc(/C=N/n2cnnc2)o1 | -0.5 | -17.6 | 30.4 | -2.4 | 1.5 | -4.1 | 0.5 | -3.8
COc1ccc(-c2csc(NC(=S)NC(=O)c3cccs3)n2)cc1Br | -0.8 | 3.2 | 33.2 | -3.6 | -0.8 | 8.6 | -7.4 | -21.7
Cn1c(N)c(C(=O)Nc2ccc(-c3ccccc3)cc2)sc1=S | -3.5 | 21.9 | 15.5 | -6.1 | -0.8 | 37.4 | 1.8 | 3.2
COc1ccc(C2C(C(=O)NC(C)C)c3ccccc3C(=O)N2C)cc1OC (stereo not given) | -0.1 | -9.1 | -13.2 | -0.8 | 1.0 | 4.3 | -4.1 | 1.6
OCC(Cc1ccccc1)NCc1ccccc1C(F)(F)F (stereo not given) | -2.2 | 3.5 | -7.9 | -2.4 | -0.6 | 7.0 | 4.7 | -1.9
Cc1c(NC(=O)C2CC(c3ccc(F)cc3)=NO2)c(=O)n(-c2ccccc2)n1C (stereo not given) | -0.3 | -23.7 | 8.6 | 0.3 | -0.2 | -6.9 | 8.7 | -0.9

Entries of single compounds from above.
O=C1Nc2ccccc2N(O)N1c1ccc(S(=O)(=O)N2CCOCC2)cc1 is listed as APJ ag: -0.5; APJ antag: 6.5; Mdm2-MdmX inh: -10.3; UPR XBP1 act: -1.6; CHOP UPR activ: -1.2; tim23-1 inh: 4.8; 697 NFkB inh: 6.8; Jurkat NFkB inh: -3.0
Cc1ccc(NC(=O)CSCC(=O)N2CCN(C(=O)c3ccco3)CC2)cc1 is listed as APJ ag: -4.3; APJ antag: 4.4; Mdm2-MdmX inh: 19.9; UPR XBP1 act: -0.6; CHOP UPR activ: -1.6; tim23-1 inh: 3.9; 697 NFkB inh: -10.6; Jurkat NFkB inh: 9.9

The list goes on.
SMILES | APJ ag | APJ antag | Mdm2-MdmX inh | UPR XBP1 act | CHOP UPR activ | tim23-1 inh | 697 NFkB inh | Jurkat NFkB inh
COc1cccc(-c2nc(Oc3cccc(C)c3C)c3ccccc3n2)c1O | -1.2 | 5.5 | 21.1 | 19.5 | 19.7 | 6.7 | 20.0 | 3.6
CCOC(=O)C1CCN(C(=O)CSc2cc(=O)n(CC)c3ccccc23)CC1 | -0.2 | 5.9 | 30.8 | 1.0 | -1.1 | 12.4 | 15.8 | -12.8
COc1ccc2c(CC(=O)OCC(=O)NC(=O)c3cccn3C)coc2c1 | 0.4 | 8.7 | 7.6 | -0.4 | -3.0 | 27.0 | 15.4 | 9.8
Cc1cc(C(=O)OCC(=O)NC2CCC(C)CC2)c(C)o1 (stereo not given) | -1.0 | -30.7 | -32.9 | -0.5 | 28.4 | 22.3 | -24.5 | -8.3
COc1cc(/C=C/C(=O)OCC(=O)N2CCCC2)ccc1OCC#N | 1.3 | 3.7 | 9.8 | -1.4 | 1.4 | 2.5 | 20.8 | 3.5
CC(O)[C@H]1CN=C(N)N1CCCCC1CCCCC1 (stereo not given in full) | 0.0 | 29.8 | 40.5 | 3.2 | 1.9 | 1.1 | 4.8 | 22.6
NC(=O)SCC(=O)Nc1ccccc1C(=O)O | -3.6 | 9.7 | 11.3 | 0.8 | 1.5 | -8.1 | 6.6 | -6.1
COc1ccccc1N1CCN(S(=O)(=O)c2cccc(F)c2)CC1 | -1.1 | 3.6 | -8.2 | 3.6 | -0.6 | 29.1 | -1.3 | 3.4

Screening results (PubChem BioAssay)
